Assay outcomes from PubChem BioAssay.
Smad3 FoxH1 inh: inhibitors of human Smad3 transcription factor binding; P84022; TR-FRET Smad3/Dy647-FoxH1 peptide binding, europium anti-His; inhibition, % at 25 µM; 88,000 tested, 0.29% active; AID 630;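 active means compounds that reduce the energy-transfer binding signal between the protein and its labelled peptide by more than half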;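 further: 0% = Smad3 plus labelled peptide maximal FRET and 100% = peptide-only background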
Target sequence (P84022 whole entry, looked up): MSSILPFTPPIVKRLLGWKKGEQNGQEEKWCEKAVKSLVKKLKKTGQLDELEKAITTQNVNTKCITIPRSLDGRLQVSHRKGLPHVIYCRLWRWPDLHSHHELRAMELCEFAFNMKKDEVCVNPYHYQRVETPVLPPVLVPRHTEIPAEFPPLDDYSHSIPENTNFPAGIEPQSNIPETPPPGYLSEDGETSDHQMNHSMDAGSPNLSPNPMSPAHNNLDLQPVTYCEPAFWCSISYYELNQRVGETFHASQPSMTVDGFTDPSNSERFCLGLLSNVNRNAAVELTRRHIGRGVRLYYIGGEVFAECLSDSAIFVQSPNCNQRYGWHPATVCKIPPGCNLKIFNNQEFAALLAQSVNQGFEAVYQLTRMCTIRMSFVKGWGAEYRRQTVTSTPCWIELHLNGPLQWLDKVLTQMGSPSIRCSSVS
* marks the source's active call; other numbers are inactive results.

Smad3 FoxH1 inh | SMILES
-15 | O=C(CC1(O)CCCCC1)OC1CCCC1
17 | C[C@@H](N)[C@@H](C)Cc1ccccc1
1 | Nc1nc(N)nc(CC(=O)O)n1
32 | O=C(O)c1cc2c(cc1S(=O)(=O)O)[C@@H]1[C@@H]([C@H]3[C@H]2[C@]2(Cl)C(Cl)=C(Cl)[C@@]3(Cl)C2(Cl)Cl)[C@]2(Cl)C(Cl)=C(Cl)[C@@]1(Cl)C2(Cl)Cl
7 | Cc1c2cccc(Sc3ccccc3)c2c2c3c(cccc13)[S+](c1ccccc1)C2 (configuration not stated)
9 | C[Si](C)(c1ccc(C(=O)O)cc1)c1ccc(C(=O)O)cc1
-15 | O=C1c2cc([N+](=O)[O-])ccc2-c2ccc3c4ccc5c6c(ccc(c7ccc1c2c73)c64)C(=O)c1cc([N+](=O)[O-])ccc1-5
10 | CCOC(=O)c1c(O)[nH]c(=O)c(CC)c1C
-4 | N[C@@H](CSCc1ccc(I)cc1)C(=O)O
11 | CC(=O)c1ccc(O)c(CN(C2CCCCC2)C2CCCCC2)c1O
10 | Cn1c(=O)c2c(nc(C(=N)SCC(=O)O)n2C)n(C)c1=O
-6 | CCOc1ccc2nc3cc(N=Nc4ccc(N)nc4N)ccc3c(N)c2c1
-5 | O=C(O)[C@H]1CCCN1Cc1ccc2c(c1)OCO2
8 | CC(=O)O[C@H]1CC[C@@]2(C)C(=CC[C@H]3[C@H]2CC[C@]2(C)[C@@H]4[C@@H](C)[C@]5(CC[C@H](C)CN5)O[C@@H]4C[C@@H]32)C1
7 | O=C(O)/C(=C\c1ccncc1)c1cccc2ccccc12
44 | C[N+](C)(C)[C@@H](C1=CCCC1=O)c1ccccc1
4 | NCCNS(=O)(=O)c1ccc(N)cc1
2 | CNS(=O)(=O)c1ccccc1C(=N)c1ccccc1
2 | CCCCSCc1nc2nc(Cl)c(Cl)nc2[nH]1
86* | C[C@H]1[C@H](C)CC[C@@]2(C(=O)O)CC[C@@]3(C)C(=CC[C@H]4[C@]5(C)C[C@H](O)[C@@H](O)[C@@](C)(CO)[C@H]5[C@H](O)C[C@@]43C)[C@H]12

(listing goes on)
Smad3 FoxH1 inh | SMILES
3 | O=c1cc(CF)[nH]c(=S)[nH]1
-8 | C(=Nc1cnc2ccccc2c1)c1ccc2ccccc2n1
26 | C[N+](C)(C)CCN(Cc1cccs1)c1ccccn1
-6 | Cn1cnc([N+](=O)[O-])c1SCC(=O)O
-5 | C[C@H](CCC(=O)O)[C@@H]1CC[C@@H]2[C@H]3CC[C@H]4C[C@@H](O)CC[C@]4(C)[C@@H]3C[C@H](O)[C@]21C
16 | CC(C)c1ccc(O)c(O)c(=O)c1 (tested in a mixture with another compound)
1 | Nc1ncnc2c1ncn2C[C@@H](O)C(=O)O
3 | NCCSC[C@H](N)C(=O)O
11 | O=C(O)CSc1ccc([N+](=O)[O-])cc1[N+](=O)[O-]
4 | O=[N+]([O-])c1ccc(CSCc2ccc(Cl)cc2)cc1
40 | C[n+]1cccc(/C=C/c2ccc3cccc(O)c3n2)c1
10 | C[N+](C)(N)CCC[N+](C)(C)N
-1 | N#[N+]c1ccc(Nc2ccccc2)cc1
-10 | C/C(=N\Nc1nc(C)cc(=O)[nH]1)C(=O)O
39 | O=S(=O)(O)c1cc(N=[N+]([O-])c2cc(S(=O)(=O)O)c3ccccc3c2)cc2ccccc12
-3 | O=C(O)c1c(Cl)c(Cl)c(Cl)c(Cl)c1C(=O)Nc1ccc2cn[nH]c2c1
5 | NC(=O)c1nnn(Cc2cc(Cl)c(C(=O)c3ccc(Cl)cc3)c(Cl)c2)c1N
7 | CN(C)CC/C=C1\c2ccccc2Sc2ccc(Cl)cc21
17 | Oc1ccc(Cl)cc1Sc1cc(Cl)ccc1O
0 | NC(N)=N[C@H](CC(=O)O)c1ccccc1

Further structures
Smad3 FoxH1 inh | SMILES
37 | COC(=O)CC[C@@H](C)[C@@H]1CC[C@@H]2[C@H]3CC[C@H]4C[C@@H](O)CC[C@]4(C)[C@@H]3CC[C@]21C
17 | Nc1nc(SCC2CCCCC2[N+](=O)[O-])c2[nH]cnc2n1 (configuration not stated)
13 | Cc1cc(N2CCOCC2)nc2ccc(Cc3ccc4nc(N5CCOCC5)cc(C)c4c3)cc12
3 | CC(C)(C)C1CCC2(CC1)CCN(CCCN1CCOCC1)CC2
8 | O=C(O)CC(CC(=O)O)n1cccc1
-9 | CN(C)Cc1ccc(-c2cc3onc(-c4ccccc4)c3c(=O)n2C)cc1
-8 | Cc1ccc(S(=O)(=O)Nc2ccccc2C=O)cc1
14 | O=C(O)/C=C/C(=O)Nc1ccc2c(c1)C(=O)c1cc(F)ccc1-2
7 | CCC[C@H](Sc1nc(N)nc2nc[nH]c12)C(=O)O
12 | CCN(CC)CC[n+]1ccc2c(C)c3[nH]c4ccccc4c3c(C)c2c1
45 | N#C[C@H](c1ccccc1)N1CCCN([C@@H](C#N)c2ccccc2)C1c1ccccc1O (some centres not stated)
-1 | Cn1c(=O)c2[nH]c(CCNC(=O)c3ccccc3)nc2n(C)c1=O
23 | O=c1oc2ccccc2c(O)c1/C=N/c1nc(-c2ccc(O)c(O)c2)cs1
6 | O=C(O)[C@@H](O)Cc1ccccn1
-1 | Cn1ccnc1C[C@@](C)(O)c1ccccc1
40 | O=C(O)c1ccc(S(=O)(=O)N=Nc2c(O)[nH]c3ccccc23)cc1
87* | C=C(CC(=O)O)C(=O)O (tested in a mixture with another compound)
34 | CC(=O)[C@]1(O)CC[C@@H]2[C@H]3C[C@@H](C)C4=CC(=O)CC[C@@]4(C)[C@@H]3[C@@H](O)C[C@]21C
13 | Fc1cccc(CSc2ncnc3c2ncn3[C@H]2CCCS2)c1
4 | N=C(c1ccc2ccccc2c1)c1ccccc1Cc1ccccc1

Structures from the list above that contain fluorine (3):
Smad3 FoxH1 inh | SMILES
3 | O=c1cc(CF)[nH]c(=S)[nH]1
14 | O=C(O)/C=C/C(=O)Nc1ccc2c(c1)C(=O)c1cc(F)ccc1-2
13 | Fc1cccc(CSc2ncnc3c2ncn3[C@H]2CCCS2)c1

Additional records
Smad3 FoxH1 inh | SMILES
11 | CN(C)CCCn1c2c3ccccc3ccc2c2oc(=O)c3ccccc3c21
-15 | CC1(C)[C@@H]2CC[C@@]1(CS(=O)(=O)Nc1ccccc1)C(=O)C2
9 | CN(/N=C/c1ccccc1O)c1ccc2ccccc2n1
1 | CC(CO)(CO)Nc1ncnc2ccccc12
99* | Oc1c(Br)cc(CN(Cc2cc(Br)c(O)c(Br)c2)C2CCCCC2)cc1Br
2 | O=[N+]([O-])c1ccc(Cl)c(CNc2ncnc3c2ncn3[C@@H]2CCCCO2)c1
2 | O=C1Nc2ccccc2C1=Nc1ccc(S(=O)(=O)Nc2nccs2)cc1
-7 | COc1ccc(C[C@H](O)CN2CCOCC2)cc1
40 | C[C@@]12CC[C@H]3c4ccc(O)cc4CC[C@@H]3[C@H]1CC[C@H]2OC(=O)CCC1CCCC1
17 | O=C(O)CSc1nnc2c3ccccc3c3ccccc3c2n1
46 | Cc1ccc(C(=N)c2ccccc2Cc2cccc3ccccc23)c2ccccc12
3 | O=C1CC[C@](CCc2nc3ccccc3[nH]2)(c2ccccc2)C(=O)N1
38 | O=NN(Cc1ccc(Cl)cc1)[C@@H](C(=O)O)c1ccccc1
-5 | COc1ccc([C@H](O)c2ccccn2)cc1
17 | CN(C)Cc1cc(C(C)(C)C)cc(CNC2CCCCC2)c1O
88* | O=S1(=O)CCN(c2ccccc2CC(c2c[nH]c3ccccc23)c2c[nH]c3ccccc23)CC1
26 | O=C(Nc1ccc2oc(=O)c(C(=O)O)cc2c1)Oc1ccccc1
-6 | CN1CCN(CC(=O)Nc2cccc3ccccc23)CC1
-6 | Sc1ccc2ccccc2c1CNCc1ccccc1
4 | Cc1ccc(N[C@H](c2ccccc2)c2ccc3cccnc3c2O)cc1

The results go on.
Smad3 FoxH1 inh | SMILES
6 | c1nc(NCCc2cnc[nH]2)c2[nH]cnc2n1
12 | O=C(O)c1cccc(C[C@H](Br)C(=O)O)c1
-4 | N[C@@H](Cc1[nH]nc2ccccc12)C(=O)O
44 | Nc1c(S(N)(=O)=O)cc(S(N)(=O)=O)cc1S(N)(=O)=O
-4 | N[C@@](CC(=O)O)(Cc1ccccc1)C(=O)O
10 | Nc1nc(-c2cc(-c3cccc4ccccc34)nc(N)n2)cc(-c2cccc3ccccc23)n1
14 | CC(C)(C)NC[C@@H](O)c1ccc(O)c(CO)n1
-2 | S=c1nc(-c2nc(=S)[nH]c3c2CCCCCCCCCC3)c2c([nH]1)CCCCCCCCCC2
7 | Cc1ccccc1CN1C2=NCCN2C(=O)C2=C1CCN(Cc1ccccc1)C2
7 | C[C@H]1CN(CCO)CCN1c1ccccc1
-5 | O=C(O)c1[nH]c(=O)[nH]c(=O)c1CN1CCCCC1
10 | N[C@@H](CSC(=O)c1ccccc1)C(=O)O
22 | COc1ccc2c(Cc3c4ccccc4cc4ccccc34)cncc2c1O
-3 | NC(N)=N/N=C(\c1ccccc1)c1ccc(O)cc1O
2 | N[C@@H](Cc1cccnn1)C(=O)O
55* | Nc1nc(N)c(N=Nc2ccc(C(=O)O)c(O)c2)c(N)n1
1 | COc1cccc2[nH]c(-c3ccccn3)nc12
4 | O=[N+]([O-])c1cccc(/C=N/Nc2ccc3ccccc3n2)c1O
5 | O=C1C(Cl)=C(Sc2nnc3c4ccccc4c4ccccc4c3n2)C(=O)c2ccccc21
-6 | NC[C@H]1O[C@H](n2cnc3c(=O)[nH]c(N)nc32)[C@@H](O)[C@@H]1O

Remaining list, next part.
Smad3 FoxH1 inh | SMILES
-1 | O=C(Oc1ccc2c(c1)CN(Cc1ccccc1)CO2)c1ccccc1
-6 | O=C(O)c1cccc(N=Nc2c(S(=O)(=O)O)ccc3c2C(=O)c2ccccc2C3=O)c1O
25 | N=c1sc2ccccc2n1CCS (tested in a mixture with another compound)
-5 | O=C(O)CC[C@@]1(c2ccccc2)NC(=O)NC1=O
-64 | C[N@@+]1(CCC(=O)c2ccccc2)CC[C@H]2CC[C@H](C2)C1
23 | O=C(O)CCc1c2ccc(=O)c(O)c-2oc2c(O)c(O)ccc12
21 | O=C(O)c1ccccc1-c1ccccc1C(=O)Nc1ccc2c(c1)Cc1cc(F)ccc1-2
-3 | CCCCN(c1ccccc1)c1ncnc2c1cnn2C
3 | C[C@H](Br)C(=O)Nc1ccc(C(=O)O)c(O)c1
23 | Nc1c(S(=O)(=O)O)cc(S(=O)(=O)O)c2ccc(N=Nc3ccccc3)c(O)c12
-2 | COc1ccc2cc1Oc1ccc(cc1)C[C@H]1c3c(cc(OC)c4c3Oc3cc5c(cc3O4)CCN[C@H]5C2)CCN1C
-5 | NC(=O)/C(=C\c1ccncc1)c1cccc2ccccc12
-5 | CCN(CC(=O)O)C(=O)c1cccnc1
3 | NC(N)=NC(N)=Nc1ccc(C(=O)O)cc1
1 | COc1ccc2cc1Oc1ccc(cc1)C[C@H]1c3cc(c(OC)cc3CCN1C)Oc1c(OC)c(OC)cc3c1[C@@H](C2)N(C)CC3
93* | Cc1cc(N=Cc2c(CO)cnc(C)c2O)c(N=Cc2c(CO)cnc(C)c2O)cc1C.[Zn]
2 | N[C@@H]1[C@H](C(=O)O)[C@@H]2C=C[C@H]1C2
1 | Nc1nc2c(ncn2[C@@H]2CC[C@@H](CO)O2)c(=O)n1C(=O)c1ccccc1
15 | Cc1c(Cl)c(S(N)(=O)=O)cc(S(N)(=O)=O)c1NC(=O)c1ccc(Cl)cc1
-1 | O=C(O)Cc1cccnc1

Carrying on.
Smad3 FoxH1 inh | SMILES
-7 | O=C(SCc1cccc2ccccc12)c1ccc(Cl)cc1
39 | NS(=O)(=O)c1ccc(N=C2C(=O)Nc3ccccc32)cc1
0 | CC[C@@H](Nc1ncnc2nc[nH]c12)C(=O)O
11 | O=[N+]([O-])/C=C/c1cc2ccccc2[nH]1
8 | O=C(O)[C@@H]1[C@H](C(=O)O)[C@@H]2C(=O)C=C[C@H]1N2Cc1ccccc1
3 | O=S1(=O)[C@H]([C@H]2CC3c4ccccc4C2c2ccccc23)[C@@H](N2CCCCC2)[C@@H]1c1ccccc1
30 | CN1CCC(n2[nH]c(-c3ccccc3)c(Cc3ccccc3)c2=O)CC1
-15 | NCCNC[C@H](O)CO
7 | O=C(O)/C(=C\c1ccccc1)c1ccccc1
57* | NCCNC(=S)S
3 | N=C(N)SCCON1C(=O)c2ccccc2C1=O
-11 | CC(C)(CO)N1CCN(C(=S)Nc2ccccc2)CC1
9 | O=C(O)CC[C@@H](C(=O)O)N1C(=O)c2ccccc2C1=O
-2 | C[C@@H]1CC[C@H]2[C@H](C)[C@@H]3[C@@H](C[C@H]4[C@H]5CC=C6C[C@@H](O)CC[C@]6(C)[C@@H]5C[C@@H](O)[C@]34C)N2C1
12 | N[C@@H](Cc1cccc([N+](=O)[O-])c1)C(=O)O
-6 | O=C(O)C/C(=C/c1ccccc1)C(=O)O
6 | C/C(=N\NS(=O)(=O)c1ccc(C)cc1)P(=O)(O)O
-16 | CN(C)Cc1cc(C(=O)O)cc(CN(C)C)c1O
0 | C[N+](C)(C)CC(=O)N/N=C/c1ccncc1
-10 | O=C(c1ccc([N+](=O)[O-])cc1)[C@@H](Br)[C@@H](Br)c1ccnc2ccccc12

Looked up one by one from the list above (six):
Smad3 FoxH1 inh | SMILES
-7 | O=C(SCc1cccc2ccccc12)c1ccc(Cl)cc1
-11 | CC(C)(CO)N1CCN(C(=S)Nc2ccccc2)CC1
8 | O=C(O)[C@@H]1[C@H](C(=O)O)[C@@H]2C(=O)C=C[C@H]1N2Cc1ccccc1
9 | O=C(O)CC[C@@H](C(=O)O)N1C(=O)c2ccccc2C1=O
7 | O=C(O)/C(=C\c1ccccc1)c1ccccc1
-6 | O=C(O)C/C(=C/c1ccccc1)C(=O)O

Additional results
Smad3 FoxH1 inh | SMILES
4 | O=C(CN1C(=O)c2ccccc2C1=O)NC1(C(=O)O)CCCC1
-5 | CC[C@](N)(C(=O)O)C(C)C
0 | O=C(O)CSc1ccc(N=C=S)cc1
3 | Nc1nc(Cl)cc(NCCO)n1
-6 | CC1=C/C(=C(/c2ccc(O)c(C)c2)c2ccccc2C(=O)O)C=CC1=O
6 | CC(=O)Nc1ccc(Cc2ccc3[nH]c(=O)cc(C)c3c2)cc1

An excerpt. The share of hits here may be higher or lower than overall.
